ERK AVP inh – vasopressin-driven ERK pathway inhibition. actives 0.99% (n = 72,000). AID 995. Potency, µM (doses to about 57.5 µM), for inactives: top-dose activity, negative = inhibition, most hits filed as inhibitors. HEK293-V1b, vasopressin-stimulated pERK AlphaScreen; further: potency means the concentration at half of the fitted maximal effect; on the % scale 0 is the no-effect control and ±100 the full control effect; nearly all actives have a fitted effect of over 55% in size
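HEK293 cells stably expressing V1b receptor, seeded overnight in 1% FBS, were treated with compounds for 30 min at 37C, then stimulated 5 min with 25 nM vasopressin; phospho-ERK read by AlphaScreen SureFire after lysis.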
Tau fil binding – binders of human tau filaments | actives 2% (n = 71,000) | recombinant tau filaments, thioflavin S fluorescence, 15 h; filaments grown with octadecylsulfate alongside compound | P10636 | Potency, µM (series often up to 57.1 µM), for inactives: at the highest dose activity change, negative = inhibition;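 further: potency means the concentration at half of the fitted maximal effect; on the % scale 0 is the no-effect control and ±100 the full control effect; actives lower thioflavin S fluorescence by blocking filaments or displacing dye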
Target sequence (P10636 whole entry, looked up): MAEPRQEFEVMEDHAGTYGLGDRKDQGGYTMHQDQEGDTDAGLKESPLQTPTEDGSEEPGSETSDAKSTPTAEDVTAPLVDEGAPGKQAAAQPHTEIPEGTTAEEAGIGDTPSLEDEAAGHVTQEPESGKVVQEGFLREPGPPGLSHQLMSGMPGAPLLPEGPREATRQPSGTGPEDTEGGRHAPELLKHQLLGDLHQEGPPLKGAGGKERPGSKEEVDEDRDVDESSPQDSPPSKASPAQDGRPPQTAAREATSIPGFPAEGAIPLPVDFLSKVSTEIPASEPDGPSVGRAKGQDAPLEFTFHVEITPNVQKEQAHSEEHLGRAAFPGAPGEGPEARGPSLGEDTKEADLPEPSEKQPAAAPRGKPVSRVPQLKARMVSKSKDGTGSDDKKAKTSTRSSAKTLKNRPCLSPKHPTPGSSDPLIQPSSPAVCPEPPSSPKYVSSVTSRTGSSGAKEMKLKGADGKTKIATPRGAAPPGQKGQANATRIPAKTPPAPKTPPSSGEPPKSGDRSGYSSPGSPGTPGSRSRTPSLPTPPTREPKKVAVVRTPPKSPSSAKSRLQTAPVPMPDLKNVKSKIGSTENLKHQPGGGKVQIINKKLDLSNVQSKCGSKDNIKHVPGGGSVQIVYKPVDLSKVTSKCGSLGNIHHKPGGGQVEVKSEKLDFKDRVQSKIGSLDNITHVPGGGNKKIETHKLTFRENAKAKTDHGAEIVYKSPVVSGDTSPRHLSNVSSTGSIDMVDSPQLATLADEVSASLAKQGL
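Read-out: ThS fluorescence, 450 nm excitation/510 nm emission; lower signal marks blocked filament formation or displaced dye. Tau at 1 uM with 30 uM ODS, 10 uM ThS, 5 mM DTT, 100 mM NaCl, 10 mM HEPES pH 7.4; 15 h, 37 C.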
Texas Red fluor – compound fluoresces in the Texas Red spectral region. Compound fluorescence, Texas Red channel, 547/618 nm; active compounds read high. max dye-equivalent concentration, M. actives 0.06% (n = 59,000). AID 587; in the data active means max dye-equivalent concentration above about 10 nM; inconclusive means between about 1.1 nM and that limit
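Fluorescence at ex 547/em 618 nm, normalized against an on-plate Texas Red standard series to give dye-equivalent concentration per compound concentration. Buffer 100 mM Tris, pH 8.0; 15 min RT incubation before CCD imaging.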
HADH2 inhib – inhibitors of human HADH2 dehydrogenase | recombinant HADH2, NADH fluorescence, beta-hydroxybutyryl-CoA | Potency, µM (highest dose often 57.1 µM), for the others: top-dose activity change, negative = inhibition, usual class: inhibitors | actives 3.4% (n = 73,000) | AID 886; further: potency means the concentration at half of the fitted maximal effect; on the % scale 0 is the no-effect control and ±100 the full control effect; nearly all actives have a fitted effect of over 60% in size; many of its hits are not listed in these tables
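20 nM HADH2 + cpd, 15 min RT; add 1 mM NAD+/90 uM beta-hydroxybutyryl-CoA; kinetic fluorescence 360/450 nm, 4 min. Tris-HCl pH 9.0, 0.01% Tween-20.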
HEK293 cAMP ctrl – raises cAMP in parental HEK293 cells, TSHR agonist counter-screen; parental HEK293 CNG cAMP sensor, membrane potential fluorescence; Potency, µM (series often up to 57.1 µM), for the others: top-dose activation, actives largely listed as activators; actives 2.5% (n = 73,000); AID 938; further: potency means the concentration at half of the fitted maximal effect; % of control where 0% means no effect; nearly all actives have a fitted effect of over 55% in size
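Counterscreen for endogenous-receptor signalling: CNG-channel HEK 293 cells report cAMP rise by membrane depolarization. After 60 min dye equilibration with 100 uM RO 20-1724, compounds incubated 30 min before bottom-read fluorescence at 590 nm.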
Caspase-7 inhib – allosteric or competitive inhibitors of human caspase-7; Potency, µM (series often up to 57.5 µM), for the others: at the highest dose activity change, negative = inhibition, most hits filed as inhibitors; P55210; actives 0.02% (n = 75,000); recombinant caspase-7, Ac-DEVD-AFC fluorescence rate; active means well fitted inhibition curve with a large enough effect in the main read-out, with a control signal flat, not every such curve was filed as active; inconclusive means small, poorly fitted or top-dose-only effect, or a change in a side signal; further: potency means the concentration at half of the fitted maximal effect; % of control where 0% means no effect
Target sequence (P55210 24-198 limits assumed): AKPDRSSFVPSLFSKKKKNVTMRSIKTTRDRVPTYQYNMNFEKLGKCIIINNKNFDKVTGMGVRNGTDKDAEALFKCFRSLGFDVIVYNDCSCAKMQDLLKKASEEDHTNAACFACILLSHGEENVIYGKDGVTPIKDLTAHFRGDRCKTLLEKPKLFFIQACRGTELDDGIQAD
Target sequence (P55210 207-303 limits assumed): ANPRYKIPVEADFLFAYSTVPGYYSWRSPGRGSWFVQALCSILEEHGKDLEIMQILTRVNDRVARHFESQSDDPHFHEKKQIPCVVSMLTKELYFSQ
Casp1 inh – allosteric or competitive inhibitors of human caspase-1 | P29466 | actives 0.03% (n = 75,000) | Potency, µM (titrated, usually from 57.5 µM), for the others: top-dose activity change, negative = inhibition, actives largely listed as inhibitors | Caspase-1 enzyme, Ac-WEHD-AFC fluorogenic rate;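 further: potency means the concentration at half of the fitted maximal effect; plate controls were vehicle for no effect and no substrate for full effect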
Fluorescein fluor – compound fluoresces in the fluorescein spectral region. max fluorescein-equivalent concentration, M. AID 593. actives 0.91% (n = 59,000). Compound autofluorescence, 480/540 nm, fluorescein-equivalent; active compounds read high; in the data active means max fluorescein-equivalent concentration above about 10 nM; inconclusive means between about 1.1 nM and that limit
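Compounds (23 nL) in 100 mM Tris pH 8.0, 15 min at room temperature, then fluorescence read at 480 nm excitation/540 nm emission. Signal converted to fluorescein-equivalent concentration from an on-plate fluorescein standard curve.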
USP2a inh – USP2a (human) protease inhibition; AID 927; O75604; actives 0.1% (n = 60,000); USP2a enzymatic assay, qHTS inhibition; Potency, µM (highest dose often 38.3 µM), inactives show top-dose activity change, negative = inhibition, usual class: inhibitors;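 further: potency means the concentration at half of the fitted maximal effect; nearly all actives have a fitted effect of over 60% in size; plate controls were DMSO for no effect and NEM full inhibition control for full effect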
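USP2 core (20nM final) preincubated 30 min RT with compound, then Ub-PLA2 20nM and NBD C6-HPC 20uM final added; buffer 20mM Tris-HCl pH 8.0, 2mM CaCl2. Fluorescence Ex 460/Em 535 read at 0 and 2.5 h; normalized to NEM.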
Luciferase inh – blocks Photinus pyralis firefly luciferase activity; P08659; actives 2.2% (n = 72,000); purified firefly luciferase, luminescence, 8 min; Potency, µM (doses to about 57.1 µM), for the others: at the highest dose activity change, negative = inhibition, hits mostly inhibitors; further: potency means the concentration at half of the fitted maximal effect; on the % scale 0 is the no-effect control and ±100 the full control effect; nearly all actives have a fitted effect of over 40% in size
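Firefly luciferase (PKLight detection mix) with 10 uM ATP in pH 7.2 imidazole buffer (KCl, MgCl2, Tween 20, BSA). Compounds tested across a concentration series (qHTS). Luminescence read after 8 min at ambient temperature.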
Rhodamine fluor – rhodamine region autofluorescence | Rhodamine-region fluorescence, 547/598 nm, Tris buffer; active compounds read high | AID 594 | actives 0.05% (n = 59,000) | max dye-equivalent concentration, M; in the data active means max dye-equivalent concentration above about 11 nM; inconclusive means between about 1.1 nM and that limit
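Read-out is relative fluorescence at 547 nm excitation and 598 nm emission, expressed as dye-equivalent concentration using rhodamine standards on every plate. Each compound was profiled across a concentration series after 15 min in 100 mM Tris, pH 8.0.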
* hit, by the source's call; i = inactive; ? = inconclusive; / = not tested or not shown; [ ] = another dose, or the depositor's remark. Unless noted, the call rests on the fitted dose curve; in most records, active means well fitted curve in the direction sought with a large enough effect; inconclusive means small, poorly fitted or top-dose-only effect, or another doubt; inactive means no such curve, though single readings can be large; an effect the other way counts as inactive or inconclusive.

SMILES | ERK AVP inh | Tau fil binding | Texas Red fluor | HADH2 inhib | HEK293 cAMP ctrl | Caspase-7 inhib | Casp1 inh | Fluorescein fluor | USP2a inh | Luciferase inh | Rhodamine fluor
COc1ccc(CCNC(=O)COC(=O)c2cnc(C)cn2)cc1OC | ? | -1.3% | i | -2.8% | -1.3% | -3.8% | -2.1% | i | -3.7% | 4.9% | i
O=C(CSC1=Nc2ccccc2C2=NC(c3ccccc3)C(=O)N12)NCC1CCCO1 (configuration not stated) | 5.4% | -3.5% | i | 31.6µM* | 0.0% | -6.5% | -10.2% | i | 5.9% | 2.0% | i
O=C(CC1NCCNC1=O)OCc1ccccc1 (configuration not stated) | -13.1% | 13.8% | i | 3.3% | -0.1% | -0.5% | -0.6% | i | 3.8% | 0.1% | i
COc1ccc(NC(=O)CN2CCC(n3c(C)nc4cc(F)ccc43)CC2)c(OC)c1 | -26.1% | 9.2% | i | 10.7% | 9.1% | 0.6% | 1.6% | ? | 15.0% | 1.3% | i
CCn1c(SCC(=O)c2ccc(Cl)cc2)nnc1-c1ccoc1C | ? | -0.3% | ? | -26.5% | 25.1µM* | -0.7% | 1.3% | ? | 13.4% | -5.1% | i
COc1cc(C(=O)NCCc2cn3ccccc3n2)cc(OC)c1OC | / | 10.9% | / | 4.6% | 12.1% | 1.7% | -4.0% | / | / | 0.7% | /
CCCCNC(=O)NCC(=O)Nc1ccc(F)c(F)c1 | -28.3% | -4.0% | i | 6.5% | 6.0% | -0.1% | 1.9% | i | -0.7% | 1.2% | i
Cc1ccc2c(c1)N(CC(=O)O)C(=O)CO2 | 9.0% | 8.9% | i | -5.6% | ? | -0.6% | 0.4% | i | -6.2% | 4.0% | i
NS(=O)(=O)c1ccc(N=Nc2nc3[nH]cnc(=S)c3[nH]2)cc1 | 13.5%[11.5 µM] | 5.7%[11.4 µM] | i | ? | -3.6%[11.4 µM] | 3.4%[11.5 µM] | -0.8%[11.5 µM] | i | / | -0.5%[11.4 µM] | i
COc1cc(NC(=O)CSc2nnnn2-c2ccccc2)cc(OC)c1OC | -9.1% | 66.1% | i | 17.8% | 0.9% | 0.5% | -0.2% | i | 2.2% | 6.1% | i
O=C(O)c1ccc(OC2CSC2)cc1 | -10.4% | 11.2% | / | -1.6% | 12.3% | -1.3% | -0.6% | / | 6.5% | 2.1% | /
Cc1ccc(/C(O)=C2\C(=O)C(=O)N(c3cc(C)on3)C2c2cccc(Cl)c2)cc1 (configuration not stated) | 1.1% | 56.6% | i | 0.1% | ? | 2.2% | -1.3% | ? | 32.6%[activator] | 1.6% | i
N#CC1=C2SCN(Cc3ccco3)CN2C(=O)CC1c1cccc2ccccc12 (configuration not stated) | ? | ? | i | 3.16µM* | 11.2% | -10.8% | -5.1% | i | 45.2%[activator] | -3.4% | i
COc1ccc(CCNC(=O)C2CCN(Cc3nc(-c4ccc(Cl)cc4)oc3C)CC2)cc1OC | 6.4% | -8.6% | i | 16.1% | 14.3% | 0.5% | -1.3% | i | 19.2% | 0.3% | i
O=C(Nc1nc(-c2ccccc2)cs1)C1CCCCN1S(=O)(=O)c1ccccc1 (configuration not stated) | 15.4% | -2.5% | i | ? | 3.2% | -4.9% | -5.3% | ? | 34.6%[activator] | 0.5% | i
Cc1cccc(C(C)C)c1-n1nnnc1-c1ccccc1 | 20.3% | -9.1% | / | -2.6% | 20µM* | -4.0% | -3.9% | / | -3.3% | -10.2% | /
N#CCCN1CCN(S(=O)(=O)c2ccc(S(=O)(=O)NC3CCCCC3)cc2)CC1 | 14.3% | 17.4% | / | 0.5% | 10.3% | -1.4% | -0.6% | / | / | 4.2% | /
C=CCn1c(-c2cc(OC)c(OC)c(OC)c2)n[nH]c1=S | -15.5% | 7.7% | ? | ? | 0.3% | -0.4% | -7.7% | i | 2.0% | 0.5% | i
CC(=O)c1c(N2CCN(c3cccc(Cl)c3)CC2)nc(=S)n(-c2ccccc2)c1C | -24.2% | -1.4% | ? | ? | 6.2% | -4.1% | -5.7% | ? | 34.6%[activator] | 0.2% | i
COCCn1c(C)cc(C(=O)CSc2nnc(-c3cccnc3)n2-c2ccccc2F)c1C | 0.5% | / | / | 0.5% | 5.2% | -16.7% | -12.2% | / | 16.8% | -3.3% | /
Cc1ccc(C2c3c(oc4ccccc4c3=O)C(=O)N2c2nnc(C)s2)o1 (configuration not stated) | -12.0% | 3.7% | i | 9.4% | 11.5% | -2.7% | -0.1% | i | -0.2% | -1.5% | i
CCn1nnc(NC(=O)c2ccccc2Br)n1 | -3.5% | 1.2% | ? | -2.2% | 31.6µM* | -1.7% | -2.5% | i | -4.3% | 1.9% | i
O=c1c2cccnc2[nH]c(=S)n1CCC1=CCCCC1 | 21.9% | 8.5% | i | -6.0% | 8.6% | -0.7% | 0.7% | i | 0.5% | 1.0% | i
CC1=C(C(N)=O)C(c2ccccn2)n2nc(-c3ccccc3Cl)nc2N1 (configuration not stated) | -1.7% | -23.1% | / | 1.3% | -6.4% | -0.9% | -4.7% | / | / | 3.3% | /
O=C(c1cc2ccccc2oc1=O)N1CCN(Cc2ccc3c(c2)OCO3)CC1 | -6.5% | 8.5% | i | -2.9% | 5.9% | -3.3% | 1.2% | i | 21.3% | -0.6% | i
CC1CCN(S(=O)(=O)c2ccc3c(c2)oc(=O)n3CC(=O)N2c3ccccc3CC2C)CC1 (configuration not stated) | -9.5% | 338.3% | / | 10.0% | 0.2% | -8.1% | -7.1% | / | / | 0.9% | /
CCCCC(=O)Nc1ccc(NC(=O)CC)cc1OC | -9.0% | 0.1% | i | 13.6% | -0.4% | 0.2% | 1.8% | ? | -4.1% | -0.6% | i
Cn1c(NCc2cccc(Br)c2)nc2ccccc21 | 31.6µM* | 6.8% | i | -19.1% | -4.1% | -3.9% | -0.7% | i | -11.9% | 1.2% | i
COCCNC(=O)COC(=O)c1nsc(Cl)c1Cl | 1.6% | 6.0% | i | 3.7% | -2.8% | -2.3% | 0.7% | ? | -4.6% | -2.5% | i
COc1ccc(N2CCN(C(=O)CN3C(=O)c4ccccc4S3(=O)=O)CC2)cc1 | ? | -6.2% | i | 5.0% | -3.8% | -0.7% | -1.3% | i | 5.7% | 0.6% | i
COc1ncc2nc(-c3ccc(F)cc3)c(=O)n(Cc3cccs3)c2n1 | -7.3% | -1.1% | i | 14.9% | 20.4% | -14.9% | -9.2% | i | 204.2%[activator] | 0.5%[11.4 µM] | i
COc1cccc(-c2nc(=S)c3c(n2CCCO)CCCC3)c1 | -4.6% | 5.2% | i | -8.3% | 21.5% | -1.5% | -2.0% | i | 9.2% | -0.2% | i
Cc1sc2nc(SCC(=O)NCc3ccco3)n(CCc3ccccc3)c(=O)c2c1C | -4.1% | 487.0% | ? | 5.1% | ? | 2.6% | -0.3% | ? | 6.6% | -30.3% | i
Cc1ccccc1NC(=O)c1c(-c2ccccc2)noc1C | -5.3% | -2.6% | i | 8.8% | 19.9% | -0.9% | -1.2% | i | 28.7% | 0.4% | i
CCc1ccc(N(CC(=O)Nc2ccc(OC)cc2OC)S(C)(=O)=O)cc1 | -11.5% | 3.4% | / | 1.3% | 11.4% | -2.8% | -5.8% | / | 6.7% | -2.8% | /
COc1cc(C(=O)Nc2nccs2)ccc1OCc1c(C)noc1C | ? | 4.1% | i | 1.4% | 12.3% | -0.9% | -1.3% | i | 4.1% | -0.7% | i
COC(=O)CC1SCCNC1=O (configuration not stated) | -7.4% | 5.7% | i | 2.9% | 9.2% | -0.4% | 0.0% | ? | -5.8% | 2.6% | i
COc1ccc(Oc2ncc3nc(-c4cccc(C#N)c4)c(=O)n(C)c3n2)cc1 | -1.0% | -7.0% | i | -6.1% | 8.7% | -3.6% | -3.7% | i | 48.7%[activator] | 1.5%[11.4 µM] | i
CC1=CC(=O)OC1Cc1ccncc1 (configuration not stated) | -9.8% | 0.3% | ? | -1.5% | 1.9% | 1.3% | 0.6% | i | 1.5% | -0.8% | i
CCOC(=O)C1CCN(CC(O)COc2ccc(C(=O)CC)cc2)CC1 (configuration not stated) | 7.1% | -4.3% | i | -10.7% | 6.8% | -0.5% | 2.1% | i | -4.0% | 1.3% | i
CCCn1c(SCC(N)=O)nnc1C(C)C | 12.2% | 2.8% | i | -5.4% | 11.8% | 0.5% | 0.1% | ? | -3.4% | 3.6% | i
COC(=O)[C@@]1(Cc2ccc(OC)cc2)[C@H]2c3cc(C(=O)N(C)C)n(Cc4ccsc4Br)c3C[C@H]2CN1C(=O)c1ccccc1 | 0.4% | 2.7% | / | -0.1% | 6.31µM* | -2.2% | -4.5% | / | / | / | /
Cc1nc2cc(NC(=O)NCc3ccco3)ccc2o1 | ? | -10.6% | i | -4.8% | 2.6% | -0.6% | 0.4% | i | -5.5% | -13.1% | i
CCc1cc(C(=O)Cc2cnn(-c3ccccc3)c2)c(O)cc1O | ? | 52.3% | / | ? | 9.6% | -3.6% | -6.2% | / | 4.5% | 0.7% | /

Bioassay records as filed in PubChem BioAssay.

This is a subset. The share of hits here may be higher or lower than overall.
